Hck Nef HTS – human Hck-Nef kinase inhibition; inhibition, % at 20 µM; Recombinant Hck-YEEI plus Nef, Z-Lyte FRET kinase assay; 0.68% of 220,000 active; P08631;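 active means Hck-Nef kinase inhibition above about 50%, limit read from the data; inactive means inhibition below that limit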;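 further: 0% = DMSO with Hck plus Nef and 100% = Hck alone without Nef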
Wee1 stabilizer – blocks degradation of human Wee1 kinase; HeLa Luc-Wee1K328M stability, luciferase luminescence; 100% = proteasome inhibitor MG132 effect; reporter increase, % at 5 µM; 1.2% of 220,000 active;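 active means activation above the mean of all tested compounds plus 3 SD, set per screening run, cut at about 8.8% in these data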;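 further: cells exposed to compound for 20 h before luminescence read; 0% = DMSO alone and 100% = MG132 at 30 µM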
thrombin 1536 – blocks human thrombin protease activity. alpha-thrombin, Boc-VPR-AMC fluorogenic substrate cleavage. inhibition, % at 5 µM. 0.26% of 220,000 active. AID 1046;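 active means inhibition at or above 40%; inactive means inhibition below 40%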;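 further: 0% = enzyme with no compound and 100% = wells without enzyme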
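Material: human alpha-thrombin protein; Also added: Boc-VPR-AMC substrate, 15 µM final; Timing: enzyme reaction carried out at room temperature; Signal: fluorescence, ex 355 nm, em 460 nm; Measure: % inhibition of thrombin; Controls: enzyme without compound as high, wells lacking enzyme as low.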
hK5 inh – inhibitors of human kallikrein 5; Q9Y337; inhibition, % at 5 µM; 0.59% of 210,000 active; recombinant hK5, fluorogenic AMC substrate cleavage; AID 873;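 active means inhibition of 40% or more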;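 further: 0% = enzyme controls without compound and 100% = no-enzyme blanks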
Target sequence (Q9Y337 67-293 limits assumed): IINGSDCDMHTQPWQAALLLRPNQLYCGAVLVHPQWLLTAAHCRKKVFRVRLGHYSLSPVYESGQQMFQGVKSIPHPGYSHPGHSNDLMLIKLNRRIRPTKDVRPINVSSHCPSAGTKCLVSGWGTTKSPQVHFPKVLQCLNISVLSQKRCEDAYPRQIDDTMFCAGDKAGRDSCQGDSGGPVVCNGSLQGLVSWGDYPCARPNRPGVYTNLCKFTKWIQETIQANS
FXIa inh 1536 – blocks human coagulation factor XIa protease activity | P03951 | purified FXIa, Boc-Glu-Ala-Arg-AMC fluorogenic substrate | inhibition, % at 5 µM | 0.14% of 220,000 active | AID 798;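 active means inhibition of at least 40%; inactive means inhibition below 40%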;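 further: fluorescence of freed AMC excited at 355 nm; 0% = enzyme without compound and 100% = no enzyme blank; many of its hits are not listed in these tables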
Target sequence (P03951 19-387 limits assumed): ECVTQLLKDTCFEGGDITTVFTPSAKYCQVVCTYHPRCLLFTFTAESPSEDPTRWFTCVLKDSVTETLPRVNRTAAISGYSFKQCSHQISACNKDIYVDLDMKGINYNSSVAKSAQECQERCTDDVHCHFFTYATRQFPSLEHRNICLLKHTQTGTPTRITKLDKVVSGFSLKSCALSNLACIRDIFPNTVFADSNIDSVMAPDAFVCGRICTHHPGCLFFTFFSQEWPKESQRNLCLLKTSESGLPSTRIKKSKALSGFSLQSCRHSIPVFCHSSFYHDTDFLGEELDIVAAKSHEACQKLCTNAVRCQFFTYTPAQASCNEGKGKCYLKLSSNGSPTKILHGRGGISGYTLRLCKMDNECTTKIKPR
Target sequence (P03951 388-625 limits assumed): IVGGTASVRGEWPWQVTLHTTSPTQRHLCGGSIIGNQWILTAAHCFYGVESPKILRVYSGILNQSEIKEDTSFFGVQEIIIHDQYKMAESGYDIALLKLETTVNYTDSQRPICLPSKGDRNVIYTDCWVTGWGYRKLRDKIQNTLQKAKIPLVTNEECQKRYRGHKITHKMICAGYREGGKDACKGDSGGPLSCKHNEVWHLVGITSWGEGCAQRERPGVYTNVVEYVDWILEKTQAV
Runt-SMMHC FRET – inhibitors of human RUNX1 Runt domain binding to CBFb-SMMHC. 0.74% of 220,000 active. AID 1434. inhibition, % at 20 µM. Cerulean-Runt/Venus-CBFb-SMMHC FRET ratio 530/480, 1 h;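 active means mean inhibition across duplicate retests at 20 µM reaching about 50%, limit read from the data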;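 further: 0% = DMSO wells and 100% = wells with excess untagged CBFb-SMMHC; inhibitors lower the FRET ratio by blocking Runt binding to CBFb-SMMHC; some results filed as inactive read as strong as hits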
14-3-3 Bad PPI – disrupts binding of bovine 14-3-3 zeta to phospho-Bad peptide; 0.71% of 220,000 active; P63103; AID 781; TR-FRET 14-3-3zeta/Dy647-pBad peptide displacement, 1 h; inhibition, % at 21.7 µM;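 active means inhibition above about 70%, limit read from the data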;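 further: 0% = full 14-3-3 plus peptide FRET controls and 100% = background without 14-3-3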
Target sequence (P63103 whole entry, looked up): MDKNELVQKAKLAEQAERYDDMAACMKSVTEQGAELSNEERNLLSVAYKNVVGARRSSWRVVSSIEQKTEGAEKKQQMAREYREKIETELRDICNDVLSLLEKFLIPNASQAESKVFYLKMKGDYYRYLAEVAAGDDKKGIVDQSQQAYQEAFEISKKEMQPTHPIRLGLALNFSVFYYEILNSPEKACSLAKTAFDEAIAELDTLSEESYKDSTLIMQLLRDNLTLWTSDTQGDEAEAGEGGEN
Runt-CBFb FRET – blocks binding of human RUNX1 Runt domain to CBFb | Q01196+Q13951 | Cerulean-Runt/Venus-CBFb FRET ratio 530/480, 1 h | inhibition, % at 20 µM | 0.46% of 220,000 active | AID 1496;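 active means inhibition over about 50% at 20 µM in the single-dose screen, limit read from the data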;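 further: 0% = DMSO wells and 100% = excess unlabeled CBFb competitor control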
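test system = Cerulean-Runt domain fusion protein, energy donor | probe or stimulus = Venus-CBFb binding partner, 100 nM | incubation = two 1 h room-temperature incubations shielded from light | detection = fluorescence energy transfer, 422 nm excitation, 530/480 nm emission | measure = loss of energy transfer signal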
FXIIa inh 1536 – blocks human coagulation factor XIIa protease activity. P00748. purified FXIIa, Boc-QGR-AMC fluorogenic substrate, 2 h. inhibition, % at 5 µM. 0.3% of 220,000 active. AID 800; in the data active means inhibition above about 40%;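 further: 0% = enzyme with no compound and 100% = blank without enzyme; many of its hits are not listed in these tables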
* = called active by the depositor; nt = no result given; [ ] = another dose, or the depositor's remark.

SMILES | Hck Nef HTS | Wee1 stabilizer | thrombin 1536 | hK5 inh | FXIa inh 1536 | Runt-SMMHC FRET | 14-3-3 Bad PPI | Runt-CBFb FRET | FXIIa inh 1536
COc1cccc(CN2CCN(Cc3ccon3)CC2CCO)c1 (stereo not drawn) | 4 | -2 | -5 | nt | 0 | -1 | -15 | 0 | 6
COC(=O)c1cccc(Oc2cccc(C(F)(F)F)c2)n1 | -4 | -2 | -8 | -1 | -1 | 0 | 3 | 0 | 11
C/C(=N\NC(=O)COc1ccc(C(C)(C)C)cc1)c1ccc(N2CCOCC2)cc1 | 2 | -1 | -3 | -23 | 6 | -2 | -21[fluorescence artefact?] | -6 | 16
Cn1c(SCC(=O)Nc2ccc3cn[nH]c3c2)nnc1-c1cnccn1 | 1 | 1 | 3 | -23 | -1 | 5 | 3 | -1 | 8
O=C(Nc1cccc(S(=O)(=O)Nc2ccccc2Cl)c1)c1ccc(N2CCCC2)c([N+](=O)[O-])c1 | 0 | -2 | -5 | -4 | 6 | -4 | -2[fluorescence artefact?] | 0 | 6
COc1cc(C(=O)N[C@@H](C)C(=O)NCc2ccco2)cc(OC)c1OC | 20 | 4 | 7 | -4 | -3 | -3 | -5 | 0 | -1
O=C(C1CCCCN1S(=O)(=O)c1ccccc1)N1CCN(C(c2ccccc2)c2ccccc2)CC1 (stereo not drawn) | 1 | -4 | -1 | -3 | -2 | 2 | -2 | -4 | 7
O=C(COC(=O)CNS(=O)(=O)c1ccc2ccccc2c1)Nc1ccc2c(c1)OCO2 | 0 | -3 | -5 | -1 | 3 | -1 | 4 | -1 | 11
COc1cc(C(=S)N2CCOCC2)ccc1OS(=O)(=O)c1ccc(NC(C)=O)cc1 | 1 | -1 | -7 | -23 | -1 | 0 | -28[fluorescence artefact?] | 3 | 1
O=C(O)c1cccc(N=NN2CCCCCC2)c1 | -5 | 0 | 1 | -17 | 6 | -3 | -4[fluorescence artefact?] | 0 | 7
COc1ccc(/C=C2/C(=O)OCc3cc(OC)c(OC)cc32)c(OC)c1 | 2 | 1 | 0 | -11 | 5 | -2 | -1 | -6 | 8
S=C(NCc1ccc(Cl)cc1Cl)NC1CCCCC1 | 6 | 0 | 1 | -8 | 5 | -2 | -3 | 0 | 13
CC(NC(=S)Nc1ccccc1)C1COc2ccccc2O1 (stereo not drawn) | 2 | 1 | -7 | -33 | 4 | 1 | -14 | -1 | 3
Cc1cccc(-c2noc(CCCC(=O)Nc3cccnc3)n2)c1 | 3 | -3 | -3 | -6 | 0 | -5 | 0 | -2 | 15
COC(=O)c1cc(NC(=O)CC2C(=O)NCCN2C(=O)c2ccc(F)cc2)cc(C(=O)OC)c1 (stereo not drawn) | -25 | 1 | -4 | 0 | -6 | 0 | 5 | 2 | 2
C/C(N)=C(/C#N)C(=O)CSc1ncnc2ccccc12 | 0 | 1 | -5 | -11 | 4 | 5 | -12 | -1 | 5
Cc1ccc(S(=O)(=O)N2CCC(=O)N(C(CO)Cc3ccccc3)CC2)cc1 (stereo not drawn) | -3 | 2 | 1 | -8 | 0 | 2 | -12 | -3 | 12
O=C(/C=C/c1ccccc1[N+](=O)[O-])NCc1ccncc1 | 26 | 1 | -8 | -7 | 8 | 0 | -6 | 0 | 2
COc1ccc(OC)c(S(=O)(=O)N2CCNCC2)c1 | 25 | -2 | 3 | 2 | 2 | -3 | 0 | 0 | 8
CC1CCCCC1NC(=O)c1ccc(N2CCCC2=O)cc1 (stereo not drawn) | -2 | 1 | -8 | -24 | -2 | 1 | -7[fluorescence artefact?] | 0 | 6
CC1CCN(CC(=O)Nc2ccc(S(=O)(=O)NC3CC3)cc2)CC1 | 17 | 0 | -3 | 0 | -2 | -1 | 70 | -1 | 5
CN(C)S(=O)(=O)c1cccc(NC(=O)COC(=O)C2(c3ccccc3F)CCCC2)c1 | 4 | -1 | -7 | -8 | 11 | 4 | 8[fluorescence artefact?] | -2 | 16
O=C(O)c1ccnc(SCC(=O)c2ccccc2)c1 | 5 | -2 | -7 | -18 | -8 | 30 | 2 | 46 | 1
COc1ccc(C(=O)N2CCOCC2)cc1S(=O)(=O)N1CCCc2ccccc21 | 1 | -3 | -8 | -1 | -4 | 0 | -14 | 0 | 6
CCn1c(SCC(=O)NCc2ccccc2)nc2c(c1=O)SC(C)C2 (stereo not drawn) | 4 | 3 | -7 | -8 | -2 | 1 | 4 | -2 | 10
CCN(CC)C(=O)c1sc(NC(=O)c2ccc3c(c2)OCO3)c(C#N)c1C | -17 | -1 | 4 | -11 | -8 | 6 | -10 | 4 | -3
CN(C)S(=O)(=O)N1CCC(CCCC2CCN(S(=O)(=O)N(C)C)CC2)CC1 | 0 | 3 | -2 | 3 | 1 | -6 | 0[fluorescence artefact?] | 0 | -8
CCOC(=O)CSc1nc2ccccc2c(=O)n1CC | 7 | 0 | 2 | 1 | 9 | 0 | 1 | 0 | 17
CCOc1ccc(CCNC(=O)Cn2cccc2C(=O)c2ccccc2)cc1OCC | 5 | 3 | 0 | -7 | 1 | -2 | 2 | -1 | 7
O=C(NCCc1nc2ccccc2[nH]1)Nc1ccccc1 | 0 | -2 | -7 | -19 | 4 | 0 | -10 | -2 | 14

Just 14-3-3 Bad PPI and Runt-CBFb FRET, for two of the compounds above:
structure | 14-3-3 Bad PPI | Runt-CBFb FRET
COc1ccc(OC)c(S(=O)(=O)N2CCNCC2)c1 | 0 | 0
CC1CCCCC1NC(=O)c1ccc(N2CCCC2=O)cc1 (stereo not drawn) | -7[fluorescence artefact?] | 0

Reprinted at random: three compounds from above
SMILES | Hck Nef HTS | Wee1 stabilizer | thrombin 1536 | hK5 inh | FXIa inh 1536 | Runt-SMMHC FRET | 14-3-3 Bad PPI | Runt-CBFb FRET | FXIIa inh 1536
C/C(N)=C(/C#N)C(=O)CSc1ncnc2ccccc12 | 0 | 1 | -5 | -11 | 4 | 5 | -12 | -1 | 5
Cc1ccc(S(=O)(=O)N2CCC(=O)N(C(CO)Cc3ccccc3)CC2)cc1 (stereo not drawn) | -3 | 2 | 1 | -8 | 0 | 2 | -12 | -3 | 12
CCn1c(SCC(=O)NCc2ccccc2)nc2c(c1=O)SC(C)C2 (stereo not drawn) | 4 | 3 | -7 | -8 | -2 | 1 | 4 | -2 | 10

More structures:
SMILES | Hck Nef HTS | Wee1 stabilizer | thrombin 1536 | hK5 inh | FXIa inh 1536 | Runt-SMMHC FRET | 14-3-3 Bad PPI | Runt-CBFb FRET | FXIIa inh 1536
CC(Sc1nc2ccccc2[nH]1)C(=O)Nc1ccc2c(c1)OCCO2 (stereo not drawn) | -1 | -1 | 1 | 7 | -2 | -9 | 0 | 0 | 16
Cc1ccccc1Cn1cnc2ccccc2c1=O | 8 | 0 | -3 | -14 | 4 | -3 | 1 | -2 | 3
CCN(CCn1cccn1)C(=O)CCc1nnc(C2CCCCC2)o1 | 13 | -3 | -8 | -3 | -4 | -2 | -2 | 1 | 1
CCOc1ccc(NC(=O)CN2C(=O)CSC(C)C2=O)cc1 (stereo not drawn) | 15 | -1 | -29 | -7 | -8 | 0 | -3 | 0 | 2
CN(C)S(=O)(=O)N(CC(=O)N1CCN(Cc2ccccc2)CC1)c1ccccc1 | 15 | -3 | -5 | 1 | 0 | 3 | -5 | 0 | 6
Cc1ccc(S(=O)(=O)c2c(N)n(CCC(C)C)c3nc4ccccc4nc23)cc1 | 22 | -2 | -8 | -9 | -2 | 5 | 9 | 2 | 6
O=C(O)C1OC(C(=O)O)C2C1C(F)(F)C2(F)F (stereo not drawn) | 0 | -2 | -4 | 1 | 1 | 3 | 6 | -1 | -12
Cc1nc2c3ccccc3n(CC(=O)c3ccc(F)cc3)c(=O)n2n1 | 1 | 0 | 7 | 1 | 0 | -3 | 2[fluorescence artefact?] | 0 | 9
COCCCN1C(=O)c2ccc(C(=O)OCC(=O)N(C)c3ccccc3)cc2C1=O | 16 | -1 | -3 | -11 | -1 | -2 | -6 | 0 | 4
Cc1ccc(C(C)C)c(OC/C(O)=C(\C#N)c2nc3ccccc3[nH]2)c1 | 14 | 0 | -5 | -18 | -2 | 2 | -5 | 6 | 5
CCOC(=O)C1CCN(c2c(NCc3ccc(N(C)C)cc3)c(=O)c2=O)CC1 | 12 | -4 | -2 | 4 | 5 | -1 | -3 | 5 | 9
CCN(C(=O)Cn1cc(C(C)=O)c2ccccc21)c1ccccc1 | 17 | -1 | -3 | 2 | -1 | 0 | -7 | 1 | 7
O=c1/c(=C/c2ccco2)sc2n1CN(c1ccccc1)CN=2 | 0 | 0 | 6 | -9 | 3 | -4 | -12[fluorescence artefact?] | 1 | 16
Cc1cc(-c2ccccc2)nc(SCC(=O)c2cccc([N+](=O)[O-])c2)n1 | 3 | 0 | 3 | -9 | 6 | 2 | -6 | -2 | 17
CCOC(=O)c1ccc(NC(=O)Nc2ccn(C)n2)cc1 | 1 | 1 | 1 | 2 | 0 | -1 | 7 | -2 | 10
CC#CCN(CC#CC)S(=O)(=O)c1ccc(S(=O)(=O)N2CCOCC2)cc1 | -1 | 0 | 4 | -5 | 3 | 0 | nt | 1 | 10
COCCSc1nnc(NC(=O)c2cc(OC)c(OC)cc2[N+](=O)[O-])s1 | 6 | -1 | 4 | -14 | -2 | 1 | 3 | 2 | -1
O=C(COC(=O)CCc1nc2ccccc2s1)Nc1nc(-c2ccccc2)cs1 | 2 | -1 | -5 | -9 | -1 | -3 | -8 | -3 | 0
Cc1cc(-c2ccccc2)nc(N2CCC(C(=O)NC34CC5CC(CC(C5)C3)C4)CC2)n1 | -2 | -4 | -6 | 1 | -8 | 0 | -7 | 2 | 1
CCCc1nnc(SCC(=O)O)n1/N=C/c1ccc2c(c1)OCO2 | 1 | -3 | 2 | 4 | -1 | -6 | -4 | -1 | -24
CCOc1ccc(NC(=S)N(CCCN2CCCC2)Cc2cccn2Cc2ccc(Cl)cc2)cc1 | 26 | -2 | -6 | 0 | -3 | -3 | -12 | 0 | 10
Fc1ccc2[nH]c3c(Cl)ncnc3c2c1 | 20 | -2 | -8 | 2 | -2 | 2 | 2 | 1 | 4
COC(=O)c1c(C)oc(C)c1S(=O)(=O)NCc1ccc(OC)cc1 | 19 | -4 | -3 | 2 | 2 | 0 | 0 | 1 | 8
Cc1cc(SCC(=O)Nc2ccccc2)nc(C)n1 | 2 | 0 | 7 | 2 | 4 | 0 | 7 | -2 | 12
COc1ccc2c(c1)-c1nc(/N=C/c3ccc(O)cc3)sc1CC2 | 7 | 4 | 5 | 10 | 6 | 15 | 10 | 46 | 15
CN(c1ccccc1)S(=O)(=O)c1cccc(NC(=O)CSc2ncn[nH]2)c1 | 1 | 0 | 0 | -3 | 5 | 0 | -1 | 1 | 8
O=C(Nc1ccc(N2CCOCC2)c(S(=O)(=O)Nc2cc(Cl)ccc2Cl)c1)c1cccnc1 | 15 | 0 | -1 | -10 | -9 | -2 | 0 | -1 | 4
CCN1CCN(C(c2ccc(OC)cc2)c2nnnn2Cc2ccc3c(c2)OCO3)CC1 (stereo not drawn) | 21 | 3 | -1 | 2 | 0 | -2 | -2 | 0 | 8
Cc1cccc(N(C(=O)CCC(=O)Nc2cccnc2)C(C(=O)NC2CCCC2)c2ccncc2)c1 (stereo not drawn) | 9 | 0 | 2 | -10 | 11 | -3 | -7 | -2 | 21
CCC(=O)N(CC)Cc1cc(=O)[nH]c2ccccc12 | -7 | -2 | -4 | -5 | -7 | -2 | 6 | -1 | -2
